# GPR55 beta-arrestin: GPR55 agonists via beta-arrestin recruitment, primary screen, imaging, U2OS cells, beta-arrestin-GFP redistribution (AID 1961); activation, % at 10 µM, or EC50 in µM where a hit was titrated; G-protein coupled receptor 55 (Homo sapiens); U2OS GPR55 beta-arrestin-GFP redistribution imaging; higher % means a stronger effect; 0.048% of 290,000 active;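 active means activation above 40% with more than 50 cells counted in the well; inconclusive means wells holding fewer than 50 cells, flagged as toxic or sparse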;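 further: U2OS osteosarcoma cells stably expressing GPR55 and beta-arrestin-GFP; plate controls were DMSO negative control for no effect and LPI positive control for full effect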
# GPR35 antagonists: GPR35 antagonists blocking zaprinast-driven arrestin recruitment, primary screen, imaging, U2OS, beta-arrestin-GFP, zaprinast agonist (AID 2058); G-protein coupled receptor 35 (Homo sapiens); U2OS GPR35 beta-arrestin-GFP translocation imaging, zaprinast antagonism; higher % means a stronger effect; inhibition, % at 10 µM; hits with a dose series show IC50 in µM; 0.052% of 290,000 active;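 active means inhibition of at least 50% with at least 30 cells and total cytoplasm GFP at most 10,000,000; inconclusive means under 30 cells or total GFP of 10,000,000 plus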
# T cell HTS: modulators of CD8 T cell-vesicle binding, primary screen, mouse 2C CD8+ T cells, flow cytometry; 2C CD8+ T cell-vesicle binding; hits give low values; calls only at 7 µM; 0.068% of 330,000 active;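 active means response, share of CD8 T cells binding vesicles, and their 90th percentile fluorescence all below set limits, cut at about 80% in these data, passing the limit was not always enough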
#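 Material: 2C TCR transgenic mouse naive CD8+ T cells, MACS-purified. Also added: QL9-charged Drosophila Ld/ICAM-1/B7-1 vesicles. Timing: binding 1.5 h at 37 °C. Measured by: high-throughput flow cytometry with anti-B7-1 and anti-CD8 staining. Read-out: percent CD8+ FL2 mean versus row control. Controls: Unloaded micro-vesicles (low), QL9 vesicles with 0.7% DMSO (high).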
# NTR1 ag: agonists of NTR1, primary screen, imaging, U2OS cells, beta-arrestin-GFP, high content (AID 493036) | NTR1-U2OS beta-arrestin-GFP spot imaging, agonist mode | Neurotensin receptor type 1 (Homo sapiens), P30989 | 0.17% of 330,000 active | activation, % at 20 µM;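 active means activation at or above 40% of the spot to cytoplasm intensity ratio, with at least 20 cells analyzed; inconclusive means wells under 20 cells, flagged as cytotoxic or low count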;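 further: 0% = DMSO without peptide and 100% = 100 nM NTR1 peptide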
# Target sequence (P30989 whole entry, looked up): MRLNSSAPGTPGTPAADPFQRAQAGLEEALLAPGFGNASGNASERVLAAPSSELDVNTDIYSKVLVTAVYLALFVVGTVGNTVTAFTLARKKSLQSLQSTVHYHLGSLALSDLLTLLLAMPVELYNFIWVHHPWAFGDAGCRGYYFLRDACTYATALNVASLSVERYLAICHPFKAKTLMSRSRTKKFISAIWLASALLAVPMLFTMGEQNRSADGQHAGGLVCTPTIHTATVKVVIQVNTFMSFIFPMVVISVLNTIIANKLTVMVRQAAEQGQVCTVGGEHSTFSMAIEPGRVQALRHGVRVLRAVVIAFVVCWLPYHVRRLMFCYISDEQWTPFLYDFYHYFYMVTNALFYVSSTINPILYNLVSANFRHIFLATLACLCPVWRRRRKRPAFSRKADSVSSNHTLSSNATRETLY
# West Nile antiviral: West Nile virus antiviral activity, cell-based, CPE readout (AID 1621); West Nile virus-infected cells, CPE inhibition; higher % means a stronger effect; 0.02% of 290,000 active; CPE inhibition, % at 10 µM; hits with a dose series show IC50 in µM; in the data active means a potency from the dose series; inconclusive means CPE inhibition mostly from about 3.7% at the one dose, without a potency; inactive means the rest, 99 in 100 with CPE inhibition below about 2.2%; further: strong numbers were not always called active
# KOR beta-arrestin-1: KOR antagonists, beta-arrestin recruitment, cell-based, luminescence, uHTS (AID 1778) | one-dose inhibition, % at 10 µM; IC50 in µM for titrated hits | 0.091% of 290,000 active | Kappa-type opioid receptor (Homo sapiens) | KOR beta-arrestin recruitment, luminescence, antagonist mode; higher % means a stronger effect; in the data active means inhibition above about 50%; further: strong numbers were not always called active
# PhoP inhibition: inhibitors of PhoP regulon expression, primary screen, Salmonella Typhimurium, GFP reporter (AID 1863); S. Typhimurium PhoP-regulated promoter GFP reporter, 4 h; higher % means a stronger effect; one-dose inhibition, % at 50 µM; IC50 in µM for titrated hits; 0.16% of 300,000 active;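 active means inhibition over 29.93%, a cutoff 3 SD above the screen mean, later confirmed by dose response; inconclusive means inhibition over 29.93% but no dose response follow-up; inactive means inhibition at most 29.93% or unconfirmed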;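 further: 0% = low Mg2+ inducing control and 100% = high Mg2+ repressing control; strong numbers were not always called active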
# KOR beta-arrestin-2: KOR agonists, beta-arrestin recruitment, primary screen, cell-based, luminescence, uHTS (AID 1777); 0.02% of 280,000 active; activation, % at 10 µM, or EC50 in µM where a hit was titrated; KOR beta-arrestin recruitment, luminescence; higher % means a stronger effect; Kappa-type opioid receptor (Homo sapiens); in the data active means activation above about 50%, passing the limit was not always enough; further: a part of the inactive calls stands beside numbers as strong as those of hits
# GPR55 antagonists: GPR55 antagonists blocking LPI-driven arrestin recruitment, primary screen, imaging, U2OS, beta-arrestin-GFP, LPI agonist (AID 2013). U2OS GPR55 beta-arrestin-GFP translocation imaging, LPI antagonism; higher % means a stronger effect. G-protein coupled receptor 55 (Homo sapiens). one-dose inhibition, % at 10 µM; IC50 in µM for titrated hits. 0.13% of 290,000 active;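 active means spots per cell inhibited over 60%, with over 100 cells counted and total cytoplasm intensity under 500,000; inconclusive means wells with under 100 cells, flagged as likely toxic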;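 further: U2OS cells stably carrying GPR55 and arrestin-GFP stimulated by 5 µM LPI near EC80; imaged beta-arrestin-GFP aggregate spots per cell after agonist stimulation; plate controls were LPI-stimulated DMSO wells for no effect and DMSO wells without LPI for full effect; some results filed as inactive read as strong as hits; confirmed hits need IC50 under 10 µM and bright autofluorescent wells are also inconclusive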
# T cell HTS vesicle-bound %: recorded beside T cell HTS, whose call it bears; double positive events, %; measured here: CD8+ vesicle-bound cell fraction;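 binding gate set so that unloaded-vesicle control wells show 10% double positive cells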
# NTR1 ag cell count 20 µM: second read-out of NTR1 ag, no call of its own (marks repeat the call); cell count; measured here: cell count, cytotoxicity flag
# Numbers without * were called inactive; i = inactive; ? = inconclusive; . = no result given; [ ] = another dose, or the depositor's remark.
SMILES,GPR55 beta-arrestin,GPR35 antagonists,T cell HTS,T cell HTS vesicle-bound %,NTR1 ag,NTR1 ag cell count 20 µM,West Nile antiviral,KOR beta-arrestin-1,PhoP inhibition,KOR beta-arrestin-2,GPR55 antagonists
CCOc1ccc(/C(O)=C2/C(=O)C(=O)N(CC3CCCO3)C2c2ccco2)cc1 (centres undefined),-0.4%,1%,i,28,0.6,92,-0.1%,6%,4%,-2.5%,4%
C=CCc1cc(C)ccc1OCCCn1ccnc1,-0.2%,-10%,i,60,1.3,60,-1.2%,-2%,-3%,-0.8%,11%
NC(=O)C1CCN(C(=O)c2ccc3nc(-c4ccccc4)c(-c4ccccc4)nc3c2)CC1,-0.1%,10%,i,43,2.5,56,-0.1%,32%,-11%,-2.4%,2%
COC(=O)COc1cc(Cl)c(C=O)cc1OC,-0.3%,-1%,i,52,0.3,64,0.7%,20%,-3%,1.9%,2%
COc1ccc2c(C)cc(SCC(=O)Nc3c(C)n(C)n(-c4ccccc4)c3=O)nc2c1,-0.3%,9%,i,14,1.5,29,-0.2%,-15%,5%,-0.7%,10%
CC1CCN(Cc2c(C(=O)N/N=C/c3ccc(OC(C)C)cc3)nnn2-c2nonc2N)CC1,3.4µM*,-16%,i,16,0.9,48,-0.4%,-36%,5%,6.6%,3%
C=CC1=C(C(=O)O)N2C(=O)[C@@H](NC(=O)/C(=N/OCC(=O)O)c3csc(N)n3)[C@H]2SC1,.,.,i,26,0.3,55,-0.1%,.,22µM*,.,.
COc1ccc(CNC(=O)C2CC(c3cccc(OC)c3)=NO2)cc1 (centres undefined),-0.1%,-4%,i,45,0.6,82,0.1%,-170%,11%,5.5%,-6%
O=C(NCc1ccc(Cl)c(Cl)c1)c1ccc2c(c1)OCO2,-0.1%,-6%,i,39,0.5,53,0.1%,-4%,-2%,8.6%,16%
COCCNC(=O)COC(=O)c1[nH]c(C)c(C(C)=O)c1C,-0.1%,-14%,i,21,1.6,50,0.0%,-18%,2%,2.8%,-9%
O=C(CCN1C(=O)COc2ccccc21)NCCCN1CCc2ccccc2C1,-0.1%,9%,i,9,1.2,51,0.7%,9%,8%,3.6%,6%
O=C(Nc1ccn(Cc2ccccc2)n1)c1n[nH]c([N+](=O)[O-])c1Cl,0.1%,2%,i,40,-1.6,40,-0.2%,6%,-3%,2.7%,3%
COc1cccc(CN2CCN(Cc3ccc4cccc(F)c4n3)CC2CCO)c1 (centres undefined),-0.1%,22%,i,60,1.6,64,-1.6%,1%,6%,1.7%,16%
CC1CCN(CCCNC(=O)c2ccc(CSCc3cccc(Cl)c3)o2)CC1,-0.1%,0%,i,24,1.6,64,0.3%,11%,2%,-3.3%,10%
COc1ccc(C(=O)N(Cc2ccco2)Cc2cccs2)c(O)c1,0.3%,-1%,i,17,-0.8,89,-0.8%,-43%,24%,-6.4%,10%
O=C(COC(=O)Cc1ccc(Cl)cc1)Nc1ccccc1-c1ccccc1,-0.2%,7%,i,42,2.3,45,-0.2%,-26%,-2%,-1.8%,2%
CCn1c(=O)n(CC)c2cc(N3CCCC3)c(NC(=O)c3cccc(Cl)c3)cc21,-0.2%,0%,i,10,7.4,48,1.2%,-11%,3%,0.2%,6%
COc1ccc(CCNC(=O)CSc2ncn[nH]2)cc1,0.3%,-3%,i,2,-1.4,67,1.4%,13%,17%,-2.3%,6%
O=C1N(C2CCCC2)C[C@@H]2C[C@@H](c3cccn3-c3ccccn3)N3CCC[C@@]123,-0.3%,-8%,i,59,1.6,78,-0.3%,-17%,-8%,-5.1%,-7%
CCCOc1ccc(-c2nc(OCC)c3ccccc3n2)cc1,0.3%,9%,i,29,3.4,53,-0.4%,-10%,-7%,1.4%,9%
O=C(Oc1ccc2c(c1)OCO2)c1ccc(Br)c(S(=O)(=O)N2CCOCC2)c1,0.2%,-4%,i,6,6.3,81,.,-13%,7%,1.2%,-3%
C=CCOC(=O)C1=C(C)OC(N)=C(C#N)C1c1ccco1 (centres undefined),-0.1%,-4%,i,26,0.9,50,0.1%,13%,-4%,-0.4%,11%
S=c1[nH]c2cnccc2n1Cc1ccccc1,0.0%,-3%,i,59,0.3,64,-0.4%,31%,12%,15%,-6%
COc1ccc(Br)cc1/C=N/Nc1ccccn1,-0.1%,-27%,i,50,3.7,65,-1.6%,-73%[20 µM],1%,1.8%,9%
COc1ccc(-c2cc(C(F)(F)F)n3nc(C(=O)O)cc3n2)cc1OC,0.3%,8%,i,6,6.1,47,0.9%,6%,-7%,-3.1%,4%
CCN(CC)CCNc1nc(-c2ccc(OC)cc2)c(-c2ccc(OC)cc2)s1,-0.1%,-2%,i,49,0.2,73,-0.3%,-16%,-7%,7.1%,11%
O=C(CSc1nc2ccccc2[nH]1)NCc1ccccc1,-0.2%,-15%,i,62,1.3,52,-0.5%,41%,6%,-1.9%,5%
Cc1c(C(=O)OCC(=O)Nc2ccc(C(=O)N(C)C)cc2)oc2ccccc12,-0.1%,-4%,i,16,-0.7,54,0.6%,-36%,-8%,9.4%,3%
COc1ccc(C(=O)Nc2cccc3ccccc23)cc1,0.6%,3%,i,47,-0.1,78,-0.4%,-57%[20 µM],-2%,-2.1%,1%
O=C(c1ccc2c(c1)OCO2)C1CCCN(Cc2cn[nH]c2-c2cccc(F)c2)C1 (centres undefined),0.2%,5%,i,50,3.9,45,-0.7%,15%[20 µM],3%,.,-1%
CCCc1cc(C(N)=O)c(NC(=O)c2ccco2)s1,0.2%,-3%,i,34,-0.9,76,-0.6%,12%,5%,-3.5%,1%
CCOc1ccc(C(=S)N2CCCC2)cc1OCC,-0.2%,-4%,i,45,0.1,48,-0.3%,-6%,-1%,-2.7%,10%
CCN(CC)C(=O)Cn1cnc2c1c(=O)n(C)c(=O)n2C,0.2%,6%,i,29,0.4,69,0.1%,.,9%,.,4%
COc1ccc(CNc2ncnc(N)n2)cc1,-0.1%,10%,i,4,-0.6,45,-0.4%,9%,11%,3.2%,-7%
O=C(NCC(O)c1ccc2ccccc2c1)c1c(F)cccc1F (centres undefined),0.0%,8%,i,64,-0.3,88,-0.2%,5%,-7%,3.0%,16%
Fc1ccc(C2CC(c3ccco3)=NN2c2ccccc2)cc1 (centres undefined),-0.1%,22%,i,9,0.8,94,-0.4%,20%,-5%,-1.3%,6%
CC(C)CCn1c2ccccc2c2cc(CC(N)=O)ccc21,-0.1%,-4%,i,17,7.9,49,0.3%,1%,5%,-2.8%,4%
CCCCN1CCCCC1C(=O)Nc1c(C)cc(C)cc1C (centres undefined),0.0%,6%,i,32,-0.4,39,-0.7%,-35%,-5%,-0.5%,-12%
COCC(=O)NNC(=O)c1ccc(OC)cc1,-0.8%,17%,i,3,-1.4,30,0.0%,-36%,5%,-1.9%,9%
COc1cccc(CN2CCN(Cc3c(C)nn(C(C)C)c3C)CC2CCO)c1 (centres undefined),-0.1%,-4%,i,51,-1.0,121,-1.5%,-14%[20 µM],4%,.,-15%
CC(C)C(=O)Nc1ccc2nn(-c3ccccc3)nc2c1,0.2%,-13%,i,45,-0.4,49,1.0%,-60%[20 µM],1%,-0.9%,-5%
CCC(C)NS(=O)(=O)c1ccc(OCC(=O)N2CCCC2)cc1 (centres undefined),0.0%,6%,i,41,-0.1,75,-0.3%,-2%,3%,-5.6%,4%
COc1cccc(C2CC(c3ccccc3)Nc3ncnn32)c1 (centres undefined),-0.1%,8%,i,44,-1.7,75,0.1%,-41%,7%,-0.8%,4%
Cc1sc2ncnc(N3CCC(C(=O)Oc4cccc(Cl)c4Cl)CC3)c2c1C,0.2%,-1%,i,60,4.9,63,-0.6%,-20%,13%,2.0%,3%
COc1ccc(NC(=O)COC(=O)c2cc(SC)ccc2Cl)c(OC)c1,-0.3%,-8%,i,55,6.1,52,1.2%,-101%,6%,7.5%,5%
C=C1CCC[C@]2(C)C[C@H]3OC(=O)C(CN4CC(C)OC(C)C4)[C@H]3C[C@@H]12 (some centres undefined),-0.1%,12%,i,19,0.4,95,1.4%,15%,8%,-1.6%,3%
CCOC(=O)c1c(C)cccc1OCC(N)=O,-0.5%,-13%,i,51,-0.5,53,0.1%,-11%,-6%,1.0%,-4%
CC(C)COc1ccc(S(=O)(=O)NNC(=O)c2cc3ccccc3o2)cc1,-0.2%,2%,i,46,6.6,79,-0.9%,15%,-11%,1.9%,4%
COC(=O)/C=c1/s/c(=C(\C#N)C(=O)NCc2ccco2)n(-c2ccc(C)cc2)c1=O,-0.2%,0%,i,33,5.1,54,0.1%,-12%,-3%,12%,-3%
COc1ccc(Cn2c3ccc(OC)cc3c3nc4ccccc4nc32)cc1,-0.1%,27%,i,47,7.5,46,?,-3%,-13%,1.6%,-8%
Cn1ncc2c(Nc3ccccc3Br)ncnc21,-0.1%,7%,i,29,0.7,44,0.6%,28%,-1%,0.6%,-1%
CCOc1ccccc1NC(=O)C(=O)CC(=O)c1ccc(OC)cc1,0.0%,10%,i,46,1.2,107,-1.2%,-8%,2%,2.6%,-2%
Cc1ccccc1C(=O)NC1CCN(CC(=O)Nc2ccc3c(c2)OCO3)CC1,0.1%,-4%,i,33,0.0,46,-0.3%,-30%,0%,-1.9%,1%
